thrombin 1536: inhibitors of human thrombin; P00734; alpha-thrombin, Boc-VPR-AMC fluorogenic substrate cleavage; inhibition, % at 5 µM; hit rate 0.26% among 220,000; AID 1046;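 active = inhibition at or above 40%; inactive = inhibition below 40%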;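 note: 0% = enzyme with no compound and 100% = wells without enzyme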
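Assay system: human alpha-thrombin enzyme. Reagent: Boc-VPR-AMC substrate, 15 µM final. Compound dosing: one concentration per compound, 5 µM, with 0.2% DMSO. Incubation: room-temperature reaction. Technique: AMC fluorescence, 355/460 nm. Measure: % inhibition relative to enzyme controls and enzyme-free blanks.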
zfTRPN1 agonist: activates the zebrafish TRPN1 channel; HEK293 zebrafish TRPN1-YFP, Fluo-8 calcium fluorescence; 100% = response to 87 µM carbachol; activation, % at 3 µM; hit rate 0.18% among 220,000; AID 1424;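 active = activation above its plate's cutoff, the mean activation of test wells on that plate plus 3 SD, cut at about 19% in these data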;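 note: 0% = DMSO alone and 100% = 87 µM carbachol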
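Assay system: Zebrafish TRPN1-YFP in HEK293 cells | Incubation: Dye loading 1 h at 37 °C, then 30 min room temperature | Measured by: Kinetic Fluo-8 fluorescence, ex 470-495, em 515-575 nm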
Furin inh: human furin inhibition | P09958 | purified furin, fluorogenic substrate cleavage | inhibition, % at 30 µM | hit rate 0.061% among 220,000 | AID 463115; in the data active = inhibition above about 25%; note: inactives centre near -15
EBV gp42 block: inhibitors of Epstein-Barr virus glycoprotein 42 | Q1HVG2 | Fluorescence polarization binding assay, mP read-out | AID 1085 | hit rate 0.42% among 220,000 | inhibition, % (tested at 21.74 µM); in the data active = inhibition above about 50%
PPC-1+TRAIL kill: kills PPC-1 cancer cells in the presence of TRAIL | PPC-1 cells + TRAIL, ATPLite viability luminescence | cell killing (% activity), % at 4 µM | hit rate 0.41% among 220,000 | AID 1443;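 active = cell killing above 50% in the first pass at 4 µM, then a duplicate retest at 5 µM averaging 50% or more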;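 note: plate controls were cells with TRAIL plus DMSO for no effect and medium-only wells lacking cells for full effect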
KCC2 mod: KCC2 (human) Cl- transport modulation | B-score of Tl+ flux slope (higher = more flux/activation; lower = inhibition) at 10 µM | Q9H2X9 | KCC2 cells, thallium flux FluoZin-2 fluorescence | hit rate 2.2% among 190,000;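 active = thallium flux slope and its plate-corrected score both differing from the plate sample mean at a set confidence after two filtering rounds, in either direction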;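 note: slope of fluorescence scaled to starting intensity during 10 to 20 s after thallium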
Target sequence (Q9H2X9 whole entry, looked up): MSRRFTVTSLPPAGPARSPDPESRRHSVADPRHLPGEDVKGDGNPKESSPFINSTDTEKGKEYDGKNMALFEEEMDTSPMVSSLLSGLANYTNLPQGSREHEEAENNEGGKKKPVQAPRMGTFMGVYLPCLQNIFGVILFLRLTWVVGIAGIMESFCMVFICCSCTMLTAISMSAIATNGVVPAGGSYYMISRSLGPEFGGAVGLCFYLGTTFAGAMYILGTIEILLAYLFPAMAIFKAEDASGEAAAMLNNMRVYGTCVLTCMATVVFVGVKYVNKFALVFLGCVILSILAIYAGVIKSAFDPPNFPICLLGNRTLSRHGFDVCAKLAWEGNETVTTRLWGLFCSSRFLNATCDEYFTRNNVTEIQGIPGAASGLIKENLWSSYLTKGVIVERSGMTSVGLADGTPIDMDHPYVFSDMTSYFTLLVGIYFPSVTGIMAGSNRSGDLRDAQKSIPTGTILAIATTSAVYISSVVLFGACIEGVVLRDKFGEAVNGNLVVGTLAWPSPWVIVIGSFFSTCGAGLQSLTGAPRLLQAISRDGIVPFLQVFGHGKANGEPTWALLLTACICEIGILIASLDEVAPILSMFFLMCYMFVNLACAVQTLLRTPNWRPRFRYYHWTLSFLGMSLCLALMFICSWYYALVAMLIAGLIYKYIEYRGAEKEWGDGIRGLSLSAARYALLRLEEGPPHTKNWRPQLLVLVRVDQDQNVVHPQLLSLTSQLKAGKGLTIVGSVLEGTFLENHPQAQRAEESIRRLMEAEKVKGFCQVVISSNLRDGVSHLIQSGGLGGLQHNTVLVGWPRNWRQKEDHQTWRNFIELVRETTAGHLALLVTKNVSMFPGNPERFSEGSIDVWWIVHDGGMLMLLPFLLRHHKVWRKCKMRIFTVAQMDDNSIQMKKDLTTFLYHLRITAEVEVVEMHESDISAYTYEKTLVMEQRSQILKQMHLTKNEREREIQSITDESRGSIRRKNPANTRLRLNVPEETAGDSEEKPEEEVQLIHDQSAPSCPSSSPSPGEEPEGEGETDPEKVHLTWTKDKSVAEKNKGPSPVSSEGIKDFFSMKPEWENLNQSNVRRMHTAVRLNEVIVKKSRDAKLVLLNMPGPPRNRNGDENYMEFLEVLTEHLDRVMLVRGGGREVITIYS
TRPML3 agonist: agonists of human TRPML3 channel. Q8TDD5. HEK293 TRPML3-YFP, Fluo-8 calcium fluorescence; 100% = the carbachol control signal. activation, % at 3 µM. hit rate 0.29% among 220,000;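 active = activation above its plate's cutoff, the mean activation of the plate's test wells plus 3 SD, cut at about 12% in these data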;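 note: 0% = DMSO only wells and 100% = carbachol wells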
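Test system: HEK293 cells stably carrying human TRPML3-YFP; Doses: single dose, 3 µM final nominal compound, 0.3% DMSO final; Schedule: dye loading 1 h 37 °C then 30 min ambient, 125 s read; Technique: Fluo-8 calcium fluorescence; Benchmarks: high control carbachol 87 µM, low control DMSO.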
TbHK1 inh: blocks Trypanosoma brucei hexokinase 1 activity. recombinant TbHK1, G6PDH-coupled NADH A340. inhibition, % at 10 µM. hit rate 0.11% among 220,000;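 active = inhibition of 50% or more in the single-dose primary screen; inactive = inhibition below 50%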
m-calpain inh: blocks pig calpain II enzyme activity. purified calpain II, fluorogenic peptide substrate, 30 min. inhibition, % at 16 µM. hit rate 0.37% among 220,000. AID 1236;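 active = inhibition above about 50%, limit read from the data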
* marks the source's active call; other numbers are inactive results; · = not tested or not shown; [ ] = remark or other dose.

Field names: A = thrombin 1536; B = zfTRPN1 agonist; C = Furin inh; D = EBV gp42 block; E = PPC-1+TRAIL kill; F = KCC2 mod; G = TRPML3 agonist; H = TbHK1 inh; I = m-calpain inh
COC(=O)C(=O)/C=C(\O)c1ccc(C)cc1
  A: 4	B: 1.9	C: -13[20 µM]	D: -19	E: 22	F: ·	G: -0.1	H: -22	I: 8

Cc1ccc(-c2ccnc3nc(-n4cccc4)nn23)o1
  A: -14	B: -2.1	C: -4	D: 8	E: -6	F: -0.058	G: -0.1	H: -28	I: -19

CSc1nnc(C)c(=O)n1COC(=O)COc1ccc2ccccc2c1
  A: 6	B: 0.0	C: -11	D: 2	E: 6	F: -0.82	G: 0.1	H: -1	I: 9

Cn1cnnc1Sc1nc2c(c(=O)n(C)c(=O)n2C)n1C
  A: ·	B: -0.9	C: -6[20 µM]	D: ·	E: ·	F: ·	G: 0.5	H: 0	I: ·

O=C(Nc1ccccc1)C1CCCN1/C=C/C(=O)C(F)(F)F (centres undefined)
  A: -8	B: 0.5	C: -8	D: -2	E: 5	F: 0.33	G: 0.9	H: -42	I: 24

CCN(CC)c1ccc(NC(=O)CSc2nc3ccccc3c(=O)[nH]2)cc1
  A: 1	B: -1.8	C: -8[20 µM]	D: -9	E: 1	F: 0.66	G: -1.0	H: -5	I: 17

Cc1ccc(C(=O)Nc2ccc(C(=O)/C=C/c3cccs3)cc2)cc1
  A: 4	B: 0.4	C: -13[20 µM]	D: -15	E: -4	F: ·	G: 0.2	H: -9	I: 12

Cc1ccc2cc(C3CC(c4ccco4)=NN3C(=O)CCC(=O)O)c(Cl)nc2c1 (centres undefined)
  A: -6	B: -0.9	C: -13	D: 3	E: 6	F: -0.063	G: 0.3	H: -1	I: 10

O=C(Nc1ccccc1)Nc1csc2ccccc12
  A: -2	B: 5.9	C: -3	D: -10	E: 27	F: 0.66	G: 2.0	H: 2	I: 6

CC(C)Cc1nnc(NC(=O)CN2C(=O)c3ccccc3C2=O)s1
  A: -8	B: -0.3	C: -18	D: -8	E: 5	F: -0.041	G: 0.5	H: -4	I: 8

Cc1cc(N2CCC(C)CC2)nc(-n2nc(C)cc2C)n1
  A: 7	B: -2.1	C: -13	D: -10	E: 7	F: -0.26	G: -1.4	H: -2	I: 8

COc1ccc(S(=O)(=O)N2CCC(C(=O)NCC3CCCO3)CC2)cc1C (centres undefined)
  A: -2	B: -0.8	C: -22[20 µM]	D: -13	E: 19	F: -0.42	G: 0.3	H: 1	I: -24

C/C(=N\NC(=O)Nc1ccccc1)c1ccccc1
  A: -4	B: -0.5	C: -22	D: -14	E: -5	F: -1.3	G: -0.3	H: 2	I: 7

O=C1CCCN1CCCn1cnc2c([nH]c3ccc(F)cc32)c1=O
  A: -6	B: 0.9	C: -21	D: -4	E: 22	F: 1.3	G: 0.6	H: -10	I: -28

CCCC(=O)N(CC(=O)Nc1sc(C)c(C)c1C(N)=O)Cc1ccccc1
  A: -3	B: 1.9	C: -14	D: -19	E: -1	F: -1.6	G: 0.6	H: 4	I: 36

COc1ccc2[nH]c(=O)c(CN(Cc3ccco3)C(c3nnnn3Cc3ccccc3)C(C)C)cc2c1 (centres undefined)
  A: 2	B: -0.6	C: -17[20 µM]	D: 5	E: 12	F: 0.09	G: 0.2	H: -11	I: -146

CSc1nnc2c(n1)c(C)nn2-c1ccc(C)cc1
  A: -3	B: 0.2	C: -8[20 µM]	D: -24	E: 32	F: 0.11	G: 0.2	H: 0	I: -13

O=C(CCS(=O)(=O)c1ccc(Cl)cc1)NCCc1c[nH]c2ccccc12
  A: 0	B: 1.1	C: -27	D: -7	E: -6	F: -0.37	G: 0.6	H: 3	I: -25

CCCC(=O)c1ccc(N2CCN(C(=O)c3ccc(Br)cc3)CC2)c(F)c1
  A: -3	B: 0.3	C: -20	D: 8	E: 6	F: 0.74	G: -0.1	H: 6	I: 24

COCCNC(=S)Nc1ccccc1[N+](=O)[O-]
  A: 4	B: -0.8	C: -17	D: -8	E: -2	F: -0.062	G: 0.8	H: 1	I: 10

Nine entries already listed, ordered by number of heavy atoms, highest first:
Field names: A = thrombin 1536; B = zfTRPN1 agonist; C = Furin inh; D = EBV gp42 block; E = PPC-1+TRAIL kill; F = KCC2 mod; G = TRPML3 agonist; H = TbHK1 inh; I = m-calpain inh
COc1ccc2[nH]c(=O)c(CN(Cc3ccco3)C(c3nnnn3Cc3ccccc3)C(C)C)cc2c1 (centres undefined)
  A: 2	B: -0.6	C: -17[20 µM]	D: 5	E: 12	F: 0.09	G: 0.2	H: -11	I: -146

Cc1ccc2cc(C3CC(c4ccco4)=NN3C(=O)CCC(=O)O)c(Cl)nc2c1 (centres undefined)
  A: -6	B: -0.9	C: -13	D: 3	E: 6	F: -0.063	G: 0.3	H: -1	I: 10

CCCC(=O)N(CC(=O)Nc1sc(C)c(C)c1C(N)=O)Cc1ccccc1
  A: -3	B: 1.9	C: -14	D: -19	E: -1	F: -1.6	G: 0.6	H: 4	I: 36

O=C(CCS(=O)(=O)c1ccc(Cl)cc1)NCCc1c[nH]c2ccccc12
  A: 0	B: 1.1	C: -27	D: -7	E: -6	F: -0.37	G: 0.6	H: 3	I: -25

Cc1ccc(C(=O)Nc2ccc(C(=O)/C=C/c3cccs3)cc2)cc1
  A: 4	B: 0.4	C: -13[20 µM]	D: -15	E: -4	F: ·	G: 0.2	H: -9	I: 12

CC(C)Cc1nnc(NC(=O)CN2C(=O)c3ccccc3C2=O)s1
  A: -8	B: -0.3	C: -18	D: -8	E: 5	F: -0.041	G: 0.5	H: -4	I: 8

Cc1cc(N2CCC(C)CC2)nc(-n2nc(C)cc2C)n1
  A: 7	B: -2.1	C: -13	D: -10	E: 7	F: -0.26	G: -1.4	H: -2	I: 8

C/C(=N\NC(=O)Nc1ccccc1)c1ccccc1
  A: -4	B: -0.5	C: -22	D: -14	E: -5	F: -1.3	G: -0.3	H: 2	I: 7

COCCNC(=S)Nc1ccccc1[N+](=O)[O-]
  A: 4	B: -0.8	C: -17	D: -8	E: -2	F: -0.062	G: 0.8	H: 1	I: 10

Next section
Field names: A = thrombin 1536; B = zfTRPN1 agonist; C = Furin inh; D = EBV gp42 block; E = PPC-1+TRAIL kill; F = KCC2 mod; G = TRPML3 agonist; H = TbHK1 inh; I = m-calpain inh
CCOc1ccccc1NC(=O)COc1cccc(-n2cnnn2)c1
  A: 4	B: 1.0	C: -29	D: -24	E: ·	F: -0.16	G: 0.4	H: 2	I: -5

O=[N+]([O-])c1ccccc1NCc1ccccc1Cl
  A: -2	B: -2.5	C: 4	D: 3	E: 26	F: -1.8	G: -0.5	H: 2	I: 40

COc1cccc2cc(C(=O)C3=C(O)C(=O)N(Cc4ccco4)C3c3cccnc3)oc12 (centres undefined)
  A: -4	B: -0.3	C: -22[20 µM]	D: 3	E: 3	F: -1.4	G: -0.5	H: -13	I: -49

Cc1nnc(N(Cc2ccco2)C(=O)c2ccno2)s1
  A: -8	B: 1.5	C: -23	D: -11	E: 14	F: 0.1	G: 0.8	H: 5	I: -17

COc1ccc(OCCCC(=O)Nc2nc(-c3ccccn3)cs2)cc1
  A: -6	B: 0.6	C: -14	D: 0	E: 19	F: 0.23	G: 1.6	H: 5	I: -77

O=C(Nc1nc(-c2ccco2)c(-c2ccco2)s1)C1CC(=O)N(c2ccc3c(c2)OCCO3)C1 (centres undefined)
  A: -6	B: 0.8	C: -17	D: 0	E: 15	F: -0.75	G: -0.3	H: -9	I: -451

COc1ccc(CN2CCN(c3ccccn3)CC2)c(OC)c1
  A: 5	B: 1.1	C: -26	D: -27	E: 17	F: 0.11	G: 1.2	H: -2	I: -20

Cc1ccc(C(=O)NC(C)C(c2cccs2)N2CCCC2)s1 (centres undefined)
  A: 45*	B: -0.4	C: -6	D: 11	E: -7	F: -0.18	G: 0.3	H: 10	I: -5

CCN(CC)CCNC(=O)C(C)c1nn(CC)c(=O)c2ccccc12 (centres undefined)
  A: 0	B: -0.9	C: -17[20 µM]	D: -14	E: 19	F: ·	G: 0.5	H: 5	I: 21

O=C(O)c1ccc(N=NN2CCCCC2)cc1
  A: -12	B: 2.2	C: -7	D: 0	E: ·	F: ·	G: 0.0	H: -16	I: -9

CCOC(=O)N1CCC(NC(=O)c2cnn3ccccc23)CC1
  A: -4	B: 0.7	C: -18	D: -20	E: 1	F: 0.15	G: 0.1	H: -6	I: -44

CCOC(=O)C=Nc1c(N)n(C)c(=O)n(C)c1=O
  A: -1	B: -0.9	C: -9	D: 4	E: 9	F: 0.78	G: 0.6	H: -16	I: 13

C=CCNC(=O)CN(c1ccccc1OCC)S(=O)(=O)c1ccc(C)cc1
  A: 1	B: 0.2	C: -20[20 µM]	D: 0	E: 18	F: ·	G: 0.4	H: 3	I: 1

COC(=O)c1ccccc1NC(NC(=O)c1ccco1)C(=O)c1ccccc1 (centres undefined)
  A: 3	B: -1.6	C: -23	D: -16	E: -8	F: -0.23	G: -0.1	H: 1	I: -27

CCOC(=O)N1CCC(=NNS(=O)(=O)c2cccc([N+](=O)[O-])c2)CC1
  A: 0	B: 1.4	C: -3[20 µM]	D: -9	E: 8	F: 0.45	G: 1.2	H: 2	I: -59

N=C(N)N1CCc2ccccc21
  A: -8	B: 2.4	C: -22	D: -8	E: 14	F: 0.33	G: 0.7	H: -7	I: -4

CC(=O)OC(C(=O)NC1CCCCC1)c1ccncc1 (centres undefined)
  A: -1	B: 0.2	C: -19[20 µM]	D: 4	E: 22	F: 0.41	G: -0.2	H: 2	I: 13

COc1ccc(C(=O)COC(=O)c2ccccc2NS(=O)(=O)c2ccc(O)c([N+](=O)[O-])c2)cc1
  A: -12	B: 1.4	C: -13	D: 11	E: 17	F: -4.2	G: 2.1	H: 3	I: 14

CCOc1ncccc1C(=O)OCC(=O)Nc1cc(C)ccc1C
  A: 2	B: -0.9	C: -24[20 µM]	D: -3	E: 6	F: 0.45	G: 0.6	H: 4	I: 13

CCN(C(=O)c1cc2c(=O)[nH]c3ccc(C)cc3c2s1)c1cccc(C)c1
  A: -4	B: -0.4	C: -17	D: -5	E: 4	F: -0.29	G: 0.2	H: -20	I: -67

Oc1ccc(/C=N/Nc2cc(N3CCCC3)nc(N3CCCC3)n2)cc1
  A: 1	B: -0.8	C: -18[20 µM]	D: 43	E: 4	F: 0.85	G: 0.7	H: -10	I: -68

C=CCNCc1cccn1-c1ccccc1
  A: -3	B: 0.5	C: -26	D: -7	E: 28	F: -0.024	G: 0.1	H: 4	I: 3

Cc1ccc2sc(NC(=O)CSc3nc(C)cc(C)c3C#N)nc2c1
  A: 1	B: 0.5	C: -9[20 µM]	D: -4	E: 65*[5 µM]	F: -3.6	G: 0.3	H: 5	I: -168

COC(=O)c1c(C)nn(-c2ccc(F)c(Cl)c2)c1-c1cc(C)on1
  A: -3	B: -4.0	C: -6	D: -4	E: 12	F: -1.5	G: -2.4	H: -5	I: 14

COc1ccccc1Nc1nc(-c2ccc3c(c2)NC(=O)CO3)cs1
  A: -6	B: -2.0	C: 3	D: 8	E: -1	F: 0.86	G: -0.2	H: -1	I: -37

CC(=O)N1CCc2cc(S(=O)(=O)NC(C(=O)NCc3ccccc3)C(C)C)ccc21 (centres undefined)
  A: -5	B: 2.1	C: -8[20 µM]	D: -5	E: 5	F: -0.069	G: 0.0	H: 0	I: -9

Cc1sc(NC(=O)CN2CCOCC2)c(C(=O)c2ccccc2)c1C
  A: -4	B: -1.4	C: -9[20 µM]	D: -5	E: 25	F: 0.78	G: -0.8	H: -1	I: -5
